Source: PubChem BioAssay
MITF TRPM1 inh: inhibitors of MITF-driven TRPM1 promoter in melanoma cells; SK-MEL-5 TRPM1 promoter luciferase, 24 h; inhibition, % at 12.5 µM; 330,000 tested, 0.83% active; AID 488899;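 active means mean inhibition across replicates of 60% or more, whatever share of single replicates reaches that level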; further: values of inactives mirror those of a sister screen read the other way
Shn3 inh set2: inhibitors of Schnurri-3 3'UTR reporter in osteoblasts; 360,000 tested, 0.52% active; Clone20 osteoblast Shn3 3'UTR firefly luciferase, 24 h; inhibition, % at 12.5 µM;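 active means mean inhibition of at least 75% with every replicate also reaching 75%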;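 further: 0% = median of neutral control wells and 100% = pilot-screen positive control compound; some compounds past the cut are filed as inactive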
CF NFkB block: cystic fibrosis NF-kB activation inhibition; 360,000 tested, 0.86% active; AID 588850; KKLEB NF-kB-GFP reporter, PAF-induced, GFP fluorescence overnight; inhibition, % at 5 µM;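 active means at least 50% inhibition at 5 µM, scaled per plate between neutral and stimulator controls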;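 further: PAF is a Pseudomonas aeruginosa culture filtrate used as stimulus; plate controls were PAF-stimulated DMSO wells for no effect and unstimulated DMSO wells for full effect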
aDG glyco act: increases alpha dystroglycan glycosylation; AID 624168; 360,000 tested, 0.22% active; Pro5-aDG cells, alpha-DG glycosylation AlphaScreen (IIH6); 0% Pro5, 100% B10-LARGE cell signal; activation, % at 10 µM;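 active means activation of at least 8% versus controls, or a plate z-score of at least 8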;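 further: Pro5 are CHO cells carrying HIG-tagged alpha-DG that lacks glycosylation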
hiPSC survival: increases survival of single human iPS cells; hiPSC single-cell survival, ATPlite luminescence; 100% = ROCK inhibitor wells, 0% = DMSO; survival enhancement, % at 20 µM; 360,000 tested, 0.044% active; AID 602274; in the data active means survival enhancement above about 18%;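 further: cells exposed to compounds for 16 hours before the ATP read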
Peg3 prom inh: Peg3 promoter activity inhibition. HeLa PEG-Prom luciferase reporter, luminescence, overnight. inhibition, % at 20 µM. 360,000 tested, 1.7% active;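 active means inhibition of at least 50% at 20 µM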
HIF-2a inh: blocks HIF-2a reporter activity. 786-0 RCC cells HIF-2a reporter, luciferase luminescence, overnight. inhibition, % at 18.8 µM. 360,000 tested, 0.72% active. AID 624352;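 active means inhibition of the luminescence signal of 40% or more relative to plate controls, in a single-dose primary screen at 18.75 µM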
KKLEB tox: CF airway cell cytotoxicity counter-screen. activity change (cytotoxicity), % at 5 µM. KKLEB CF airway cells viability, ATPlite luminescence, overnight; active compounds read low; cells stimulated with P. aeruginosa culture filtrate. 360,000 tested, 0.36% active. AID 602141;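 active means corrected activity change at or below -50% at 5 µM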
NR2E3 ag-1: agonists of human nuclear receptor NR2E3. inhibition of corepressor binding, % at 4.78 µM. GST-NR2E3/biotin-RetCOR TR-FRET, 1536-well. AID 2300. 320,000 tested, 0.12% active;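 active means percent inhibition above the cutoff of mean plus 3 SD of all tested compounds, set per screening campaign, cut at about 20% in these data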;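 further: 0% = DMSO wells and 100% = biotin wells as full block of FRET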
Target sequence (Q9Y5X4 whole entry, looked up): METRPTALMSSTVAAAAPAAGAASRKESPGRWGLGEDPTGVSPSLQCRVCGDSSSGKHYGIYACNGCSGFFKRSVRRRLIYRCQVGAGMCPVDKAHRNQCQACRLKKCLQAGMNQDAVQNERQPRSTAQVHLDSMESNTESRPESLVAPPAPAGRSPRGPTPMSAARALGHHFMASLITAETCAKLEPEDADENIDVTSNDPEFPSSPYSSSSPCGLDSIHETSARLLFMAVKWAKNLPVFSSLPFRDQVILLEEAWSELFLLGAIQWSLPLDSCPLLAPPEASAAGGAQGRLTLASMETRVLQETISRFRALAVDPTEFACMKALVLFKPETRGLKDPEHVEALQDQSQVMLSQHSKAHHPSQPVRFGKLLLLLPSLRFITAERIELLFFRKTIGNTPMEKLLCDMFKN
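Material: NR2E3–RetCOR corepressor complex | Quantity: 1.35 nM GST-tagged NR2E3 final | Schedule: 5 h at 4 °C | Replication: Singlicate compound wells | Reagent: RetCOR corepressor, biotinylated, 7 nM | Controls: Biotin wells as high control, 0.6% DMSO wells as low control | Signal: TR-FRET, Eu(K)-anti-GST donor, streptavidin-D2 acceptor, ex 340, em 617/671 nm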
NR2E3 ag-2: activates human NR2E3 receptor | 360,000 tested, 0.35% active | inhibition of corepressor binding, % at 3.98 µM | AID 602229 | CHO-S Gal4-NCOR/VP16-NR2E3 two-hybrid, luciferase;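 active means inhibition above the mean of all tested compounds plus 3 SD, cut at about 70% in these data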;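 further: 0% = DMSO with NR2E3 transfected cells and 100% = cells lacking NR2E3 construct; higher means lower luciferase signal from less NR2E3 corepressor binding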
TWEAK-Fn14 inh: TWEAK-Fn14 signaling inhibition; TWEAK-stimulated Fn14 reporter cells, luciferase luminescence, 8 h; inhibition, % at 10 µM; 360,000 tested, 2% active; in the data active means inhibition above about 50%
* hit, by the source's call; · = not tested or not shown. Compounds were not picked by outcome; overall some 4.4% were active at least once.

SMILES	MITF TRPM1 inh	Shn3 inh set2	CF NFkB block	aDG glyco act	hiPSC survival	Peg3 prom inh	HIF-2a inh	KKLEB tox	NR2E3 ag-1	NR2E3 ag-2	TWEAK-Fn14 inh
O=C(Nc1ccc(O)cc1)/C(=C\C=C\c1ccccc1)NC(=O)c1ccccc1	-10	·	18	-0.3	-0.4	-14	-20	-9	1	-40	-9
CCOc1ccc(NC(=O)c2ccc3c(=O)n(-c4ccc(OC)cc4OC)c(=S)[nH]c3c2)cc1	5	20	-1	0.6	-0.4	16	29	-16	1	4	-7
O=C(CN1CCOCC1)Nc1ncc(Cc2cccc3ccccc23)s1	-7	-9	-4	0.0	-0.5	1	6	-4	1	-13	4
CCOC(=O)c1c(-c2ccccc2)nc2ccc(C)cn12	-43	-94	-20	-0.1	-1.8	-248	-186	-2	-1	-114	-4
Cc1ncc(CN2CCC(CO)(Cc3ccccc3)CC2)s1	3	3	-2	0.2	0.2	3	17	10	-1	0	-13
O=C(/C=C(\O)c1ccc(Cl)cc1)C(=O)NNC(=O)C(O)(c1ccccc1)c1ccccc1	12	11	-7	-0.2	0.3	-5	8	0	3	-29	13
COc1ccc(/C=C(\C#N)C(=O)NCC2CCCO2)cc1OC (stereo not drawn)	-6	3	-2	0.2	3.6	15	14	-6	1	-15	12
Cc1ccnc(SCc2nc3ccccc3s2)n1	-37	-62	7	-0.1	3.1	-245	-296	4	-1	-168	3
O=C(O)c1cc(-c2ccccc2)on1	8	-8	3	-0.1	-2.8	3	-10	10	-2	-24	9
O=C(NCc1nc2ccccc2[nH]1)c1ccccc1F	·	3	-2	-0.1	-0.3	-68	-94	4	1	-23	3
O=C(CNC(=O)c1ccc(S(=O)(=O)N2CCCC2)cc1)N/N=C/c1ccc(F)cc1	2	-4	-4	0.2	-1.5	15	7	2	0	6	6
O=C(O)c1ccc(C(=O)Nc2ccc(F)cc2)cc1	106*	8	-16	0.0	-1.5	8	1	-6	3	11	-15
O=C1CCC(C(=O)N2CCc3c(Cl)cccc3C2)CN1CCCN1CCOCC1 (stereo not drawn)	7	-9	24	-0.2	-0.1	8	17	-15	·	-21	-2
COc1ccc(C(=O)NN(C)c2nc(-c3ccccc3)nnc2C(F)(F)F)cc1	1	18	1	0.0	-1.4	18	15	-4	3	6	17
c1cc(-c2cnc3cccnn23)c2cccnc2c1	·	5	75*	0.2	0.2	6	28	-21	·	-4	61*

Sorted by SMILES length (highest first): some entries from above.
SMILES	MITF TRPM1 inh	Shn3 inh set2	CF NFkB block	aDG glyco act	hiPSC survival	Peg3 prom inh	HIF-2a inh	KKLEB tox	NR2E3 ag-1	NR2E3 ag-2	TWEAK-Fn14 inh
O=C(/C=C(\O)c1ccc(Cl)cc1)C(=O)NNC(=O)C(O)(c1ccccc1)c1ccccc1	12	11	-7	-0.2	0.3	-5	8	0	3	-29	13
O=C(CNC(=O)c1ccc(S(=O)(=O)N2CCCC2)cc1)N/N=C/c1ccc(F)cc1	2	-4	-4	0.2	-1.5	15	7	2	0	6	6
O=C(Nc1ccc(O)cc1)/C(=C\C=C\c1ccccc1)NC(=O)c1ccccc1	-10	·	18	-0.3	-0.4	-14	-20	-9	1	-40	-9
O=C1CCC(C(=O)N2CCc3c(Cl)cccc3C2)CN1CCCN1CCOCC1 (stereo not drawn)	7	-9	24	-0.2	-0.1	8	17	-15	·	-21	-2
O=C(CN1CCOCC1)Nc1ncc(Cc2cccc3ccccc23)s1	-7	-9	-4	0.0	-0.5	1	6	-4	1	-13	4
COc1ccc(/C=C(\C#N)C(=O)NCC2CCCO2)cc1OC (stereo not drawn)	-6	3	-2	0.2	3.6	15	14	-6	1	-15	12
CCOC(=O)c1c(-c2ccccc2)nc2ccc(C)cn12	-43	-94	-20	-0.1	-1.8	-248	-186	-2	-1	-114	-4
Cc1ncc(CN2CCC(CO)(Cc3ccccc3)CC2)s1	3	3	-2	0.2	0.2	3	17	10	-1	0	-13
O=C(O)c1ccc(C(=O)Nc2ccc(F)cc2)cc1	106*	8	-16	0.0	-1.5	8	1	-6	3	11	-15
O=C(NCc1nc2ccccc2[nH]1)c1ccccc1F	·	3	-2	-0.1	-0.3	-68	-94	4	1	-23	3
Cc1ccnc(SCc2nc3ccccc3s2)n1	-37	-62	7	-0.1	3.1	-245	-296	4	-1	-168	3
O=C(O)c1cc(-c2ccccc2)on1	8	-8	3	-0.1	-2.8	3	-10	10	-2	-24	9

The list goes on.
SMILES	MITF TRPM1 inh	Shn3 inh set2	CF NFkB block	aDG glyco act	hiPSC survival	Peg3 prom inh	HIF-2a inh	KKLEB tox	NR2E3 ag-1	NR2E3 ag-2	TWEAK-Fn14 inh
Cc1nn(C)c(C(=O)Nc2ccc3c(c2)OCO3)c1[N+](=O)[O-]	12	-2	15	-0.1	-0.5	-46	-84	13	·	-49	-11
COc1ccc(CCNC(=O)CNS(=O)(=O)c2ccc(Cl)cc2)cc1	·	4	5	0.0	1.1	9	13	0	2	-12	-11
COc1ccccc1N(CC(=O)NCCSCc1cccc(Cl)c1)S(C)(=O)=O	-3	12	9	0.1	0.1	15	13	-4	0	17	10
CCn1nnc(NC(=O)COc2cc(C)ccc2C(C)C)n1	13	-13	1	0.5	1.0	9	15	0	3	2	14
C/C(=N/OC(=O)c1c(-c2c(F)cccc2Cl)noc1C)c1cnccn1	12	9	-3	-0.1	0.5	-5	17	3	2	-3	7
CN(c1ccccc1C(=O)N1CCN(Cc2ccc3c(c2)OCO3)CC1)S(C)(=O)=O	-11	-2	-13	-0.1	-0.1	15	22	6	1	-18	15
C=CCSc1ncc(CO)n1Cc1ccccc1	5	-14	-14	-0.2	1.2	8	11	2	0	-26	16
COc1cccc(NC(=O)COC(=O)c2ccc3c(c2)OCO3)c1	-2	-8	0	-0.2	0.4	-8	3	-6	·	9	-3
CCN(CC)C(=O)[C@H]1C[C@H](CC(=O)NCCN2CCOCC2)C(=O)N2CCc3c([nH]c4ccc(Cl)cc34)[C@]12C	-2	3	-22	-0.1	3.3	-2	7	13	·	5	18
Cc1nn(CC(=O)Nc2ccc(C(C)C)cc2)c(C)c1[N+](=O)[O-]	-2	·	-3	0.1	0.5	10	22	3	-1	-13	-6
COc1ccc([C@H]2CC(=O)C[C@@H](CCn3cc(CCc4ccccc4)nn3)O2)cc1	·	·	·	0.3	0.7	·	0	·	·	9	0
Cc1cc(C(=O)N/N=C/c2ccc(OCc3ccccc3)cc2)c(C)o1	-21	16	-18	1.1	4.1	-43	-55	6	0	-52	1
O=C1/C(=C\c2ccccc2)CCc2c1[nH]c1ccccc21	-55	-47	26	-0.4	-2.5	-267	-235	-30	-2	-215	38
CC(C)Oc1ccc(C(=O)NC2=NCCS2)cc1	-26	-91	-9	-0.1	-0.8	-193	-105	6	2	-108	21
CCOc1cc(N2CCOCC2)c(OCC)cc1NC(=O)COC(=O)c1ccc(Cl)cc1N	25	2	39	0.0	0.3	21	20	10	3	-9	-47
Fc1ccc(-n2c(-c3ccc4ccccc4n3)n[nH]c2=S)cc1Cl	0	6	5	0.0	-0.4	8	25	1	18	-30	-24
Cc1ccc(C(=O)NC(=S)Nc2cccc3c(C)cc(C)nc23)cc1	0	-19	-19	-0.4	-0.5	-18	-24	8	-2	-14	-28
COCC1CCCCN1C(=O)c1ccc(OC2CCN(CCc3ccccc3)CC2)cc1 (stereo not drawn)	-1	0	-1	0.1	1.0	-3	16	11	-1	-2	-3
CCc1[nH]nc2c1C(c1ccsc1)C(C#N)=C(N)O2 (stereo not drawn)	10	-11	-6	-0.6	1.8	4	30	2	0	9	3
CS(=O)(=O)c1ccccc1-c1nnc(NC(=O)Cc2ccccc2)o1	3	1	4	0.2	-0.4	9	-5	-4	2	3	-12
Cc1ccccc1N1CC(O)(c2ccccc2)[N+]2=C1SCC2 (stereo not drawn)	-1	0	9	0.2	3.6	6	3	-5	2	-13	3
COc1ccc(NC(=O)CCNC(=O)c2ccccc2)cc1S(N)(=O)=O	4	-2	4	-0.1	0.2	-1	1	-5	1	-13	39
CN(c1ccccc1)S(=O)(=O)c1cccc(NC(=O)Cn2cnc3ccccc3c2=O)c1	5	40	-8	0.7	0.4	-4	4	-7	-1	8	24
O=C(COC(=O)c1ccccn1)NC1CCCCC1	-1	11	7	-0.1	0.2	-2	-2	-9	-2	-10	-5
CC1CN(C(=O)C(C)Sc2nnnn2C)CC(C)O1 (stereo not drawn)	-1	-4	-5	0.6	-0.8	26	12	3	-5	0	-1
O=C(OCC(=O)N1CCN(C(=O)c2ccco2)CC1)c1cc(F)c(F)cc1Cl	-3	6	0	0.1	0.8	-10	-12	-22	·	-1	8
O=C(c1ccccc1Nc1ccc(SC(F)F)cc1)N1CCCCC1	1	5	6	-0.1	-1.7	13	5	6	3	5	-24
Cc1ccc(NC(=O)CN2CCN(C)CC2)cc1S(=O)(=O)N1CCOCC1	0	11	3	0.7	-0.3	3	3	9	0	9	-12
O=C(CSc1nnc(COc2ccc(Cl)cc2)n1Cc1ccco1)c1ccccc1F	-11	4	8	0.0	-0.4	15	15	-5	1	5	13
COc1cccc(-n2nnc3c(=O)n(C/C=C/c4ccccc4)cnc32)c1	0	-12	-26	-0.2	1.7	12	-30	-6	1	-16	-18
CCCCSc1nc2c(c(=O)[nH]c(=O)n2C)n1CCc1ccccc1	-12	11	-25	0.3	-1.2	5	-4	10	8	5	5
Cc1noc(C)c1C(=O)OCC(=O)Nc1c(F)cccc1F	-1	-7	-4	-0.2	0.3	-4	1	7	0	-22	9
C=C(C)Cn1c2ccc(NC(=O)NCc3ccccc3)cc2c(=O)n1C	·	-16	17	0.0	0.5	-20	-23	-13	·	-16	-7
Cc1ccc2c(c1)[C@H]1[C@H](CO2)[C@H](c2ccccc2)[C@]2(C)C(=O)Nc3cc(F)ccc3C(=O)N12	23	38	26	0.1	-2.4	68*	16	-27	·	2	19
CCN(CC(=O)Nc1ccccc1OC)C(=O)c1ccc(NS(=O)(=O)c2ccc(C(C)=O)cc2)cc1	-3	-2	3	-0.2	-0.3	20	7	-2	-3	0	7
